PPC-1+TRAIL kill: compounds killing PPC-1 cancer cells with TRAIL present (potentiator screen, no TRAIL-free arm); PPC-1 cells + TRAIL, ATPLite viability luminescence; cell killing (% activity), % at 4 µM; 0.41% of 220,000 active; AID 1443;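 active = cell killing above 50% in the first pass at 4 µM, then a duplicate retest at 5 µM averaging 50% or more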;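 note: plate controls were cells with TRAIL plus DMSO for no effect and medium-only wells lacking cells for full effect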
NPY Y1 blocker: antagonists of human neuropeptide Y receptor Y1; HEK293-CNG Y1 cells, membrane potential fluorescence; NPY at EC95, then isoproterenol; AID 1040; 1% of 200,000 active; inhibition, % at 3.6 µM;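 active = inhibition above the campaign mean inhibition of all tested compounds plus 3 SD, cut at about 20% in these data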;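 note: 0% = DMSO wells given NPY plus isoproterenol and 100% = isoproterenol alone without NPY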
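Test system: HEK293 cells co-expressing NPY Y1 receptor and cyclic-nucleotide gated channel; Also added: NPY (25 nM), isoproterenol (1 µM), Ro 20-1724 (25 µM); Compound dosing: one concentration, 3.6 µM, in 0.4% DMSO; Timing: dye 3 h, compound 60 min room temperature, stimulation 45 min; Technique: Membrane-potential fluorescent dye readout.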
TRPN1 ag: zebrafish TRPN1 (NompC) channel agonism. HEK293 zebrafish TRPN1-YFP, Fluo-8 calcium fluorescence; 100% = response to 87 µM carbachol. activation, % at 3 µM. 0.18% of 220,000 active. AID 1424;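 active = activation above its plate's cutoff, the mean activation of test wells on that plate plus 3 SD, cut at about 19% in these data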;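 note: 0% = DMSO alone and 100% = 87 µM carbachol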
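Material – zebrafish TRPN1-YFP in HEK293 cells · Doses – 3 µM single point · Schedule – dye 1 h 37 °C plus 30 min RT · Signal – Fluo-8 calcium fluorescence, excitation 470-495 nm, emission 515-575 nm · Read-out – % activation versus carbachol response · Control set – carbachol high, DMSO low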
EP2 antag: inhibitors of human EP2 prostaglandin E2 receptor; P43116; C6 glioma cells expressing human EP2, cAMP TR-FRET; cells stimulated with saturating PGE2; inhibition, % at 25 µM; 0.52% of 260,000 active;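 active = percent inhibition above 40 after rounding to a whole number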;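 note: rat C6 glioma host cells with rolipram phosphodiesterase inhibitor present; the protocol text gives 20 µM as final concentration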
TRPML3 agonist: activates the human TRPML3 channel. Q8TDD5. HEK293 TRPML3-YFP, Fluo-8 calcium fluorescence; 100% = the carbachol control signal. activation, % at 3 µM. 0.29% of 220,000 active;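 active = activation above its plate's cutoff, the mean activation of the plate's test wells plus 3 SD, cut at about 12% in these data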;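 note: 0% = DMSO only wells and 100% = carbachol wells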
Target sequence (Q8TDD5 whole entry, looked up): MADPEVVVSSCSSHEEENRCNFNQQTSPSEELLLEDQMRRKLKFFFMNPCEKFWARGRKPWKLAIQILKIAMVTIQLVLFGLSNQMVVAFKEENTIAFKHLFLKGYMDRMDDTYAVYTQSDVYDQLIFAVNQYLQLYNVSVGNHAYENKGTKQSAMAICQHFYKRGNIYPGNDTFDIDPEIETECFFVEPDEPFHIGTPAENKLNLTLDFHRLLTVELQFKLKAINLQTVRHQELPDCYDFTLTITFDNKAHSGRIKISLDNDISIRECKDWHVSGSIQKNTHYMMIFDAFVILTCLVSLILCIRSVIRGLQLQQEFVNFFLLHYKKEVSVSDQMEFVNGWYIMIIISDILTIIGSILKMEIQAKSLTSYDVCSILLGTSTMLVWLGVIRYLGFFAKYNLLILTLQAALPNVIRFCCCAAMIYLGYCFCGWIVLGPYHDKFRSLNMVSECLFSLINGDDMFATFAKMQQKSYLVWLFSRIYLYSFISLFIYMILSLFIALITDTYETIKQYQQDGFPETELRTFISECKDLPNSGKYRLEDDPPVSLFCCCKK
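Material: TRPML3-YFP stable HEK293 cells | Dosing: One concentration, 3 µM nominal, 0.3% DMSO | Timing: 125 s total fluorescence read per well | Technique: Fluo-8 calcium dye fluorescence, ex 470-495, em 515-575 nm | Measure: Percent activation from peak-to-basal fluorescence ratio, scaled between DMSO and carbachol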
14-3-3 Bad inh: disrupts binding of bovine 14-3-3 zeta to phospho-Bad peptide; TR-FRET 14-3-3zeta/Dy647-pBad peptide displacement, 1 h; inhibition, % at 21.7 µM; 0.71% of 220,000 active; AID 781;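 active = inhibition above about 70%, limit read from the data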;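 note: 0% = full 14-3-3 plus peptide FRET controls and 100% = background without 14-3-3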
Target sequence (P63103 whole entry, looked up): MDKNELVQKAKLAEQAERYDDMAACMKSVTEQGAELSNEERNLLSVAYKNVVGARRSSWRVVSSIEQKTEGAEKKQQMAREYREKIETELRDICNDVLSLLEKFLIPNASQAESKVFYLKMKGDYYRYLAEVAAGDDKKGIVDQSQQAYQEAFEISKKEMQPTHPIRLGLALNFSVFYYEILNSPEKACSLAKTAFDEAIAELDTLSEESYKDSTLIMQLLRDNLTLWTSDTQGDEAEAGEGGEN
NPY-Y1 PAM-ag: human NPY-Y1 potentiation or agonism, primary screen; 0.37% of 220,000 active; NPY-Y1 expressing cells, potentiator/agonist activation; P25929; AID 1304; activation, % at 3.6 µM; in the data active = activation above about 33%, passing the limit was not always enough;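 note: cells stimulated with NPY at EC10 then isoproterenol at EC100; 0% = low agonist plus stimulus and 100% = saturating agonist plus stimulus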
EP2 modulator: EP2 receptor (human) modulation. P43116. EP2-expressing cells, cAMP HTRF FRET, PGE2 co-stimulation. induction, % at 25 µM. 0.83% of 260,000 active;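 active = compounds whose cAMP rise, as percent of the full-agonist control response, exceeds 60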;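 note: rat C6 glioma line stably carrying human EP2 under a CMV promoter; the protocol text gives 20 µM as final concentration; 100% = response of wells given 1 µM PGE2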
CHOP inhibitor: blocks CHOP induction under ER stress | CHO-K1 CHOP-promoter luciferase, tunicamycin-induced, 15-18 h | inhibition, % at 10 µM | 3.8% of 220,000 active;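 active = compounds that reduced the stress-induced luciferase reporter signal by more than about 70% of percent inhibition, limit read from the data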;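 note: 0% = tunicamycin plus vehicle and 100% = wells without tunicamycin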
Starred values were filed as active, the others as inactive; nt = no result given; & = joins results of further samples; [ ] = another dose, or the depositor's remark. Some of the compounds tested, so the mix of outcomes need not match the whole.

no.	smiles	PPC-1+TRAIL kill	NPY Y1 blocker	TRPN1 ag	EP2 antag	TRPML3 agonist	14-3-3 Bad inh	NPY-Y1 PAM-ag	EP2 modulator	CHOP inhibitor
1	Cc1cc(C)c2c(NC(=S)NC(=O)c3ccccc3)nn(C)c2n1	-6	-2	0.3	1	0.2	-3	-4	-11	3
2	COc1cccc(-c2nc(CS(=O)(=O)CC(=O)NCCCN3CCc4ccccc4C3)c(C)o2)c1	9	4	2.1	2	0.0	-8	-23	-21	35
3	COc1ccc(N2C(=O)CC(N3CCCC4CCCCC43)C2=O)cc1 (configuration not stated)	42	-3	-0.8	19	0.5	-6[fluorescence artefact?]	-40	-7	-30
4	O=C(Nc1ncccc1Cl)c1ccc2c(c1)OCCO2	23	3	-0.3	9	0.8	-8	16	-1	-2
5	CC1CN(C(=O)Nc2ccccc2)c2ccccc2-[n+]2ccsc21 (configuration not stated)	14	6	0.3	11	0.3	-6	0	36	-10
6	CCOC(=O)/C(C#N)=C/c1c(Oc2cccc(C)c2)nc2c(C)cccn2c1=O	19	1	-0.9	11	0.7	4	-14	8	77*
7	COc1ccc(C(=O)c2coc3c2C(=O)C(=O)c2ccccc2-3)cc1	5	nt	-1.5	10	-0.7	2	10	-37	-17
8	CCCOc1ccc(C(=O)NCCC(=O)NCCCC(=O)O)cc1	22	nt	1.1	9	0.8	-9	6	-2	-3
9	COCc1nc(-c2ccc(-c3ccccc3)nc2OC)no1	8	1	-1.4	11&9	0.1	16	-1	25&-37	-11
10	CC(NC(=S)Nc1ccc(OC(F)F)cc1)c1ccc(F)cc1 (configuration not stated)	1	-4	14	6	6.0	-8	3	-57	23
11	Clc1ccc(Cn2cc(/C=N/n3cnnc3)c3ccccc32)cc1	-10	6	1.1	12	-0.3	-8	1	37	28
12	CC1=CC(C)(C)N2C(=O)C3(SCC(=O)N3c3ccc(F)cc3)c3cc(C)cc1c32 (configuration not stated)	-3	16	-0.6	3	0.9	-6	-28	76*	108*
13	O=C(NCc1ccccc1)c1ccc(Br)cc1Br	15	5	-1.2	6	1.1	2	-19	-1	2
14	Cc1ccc(/C=C/C(=O)Nc2cc(S(=O)(=O)N3CCCCCC3)ccc2OCC(F)(F)F)o1	15	3	-0.7	8	0.4	-10	-8	12	51
15	CN(CC(=O)Nc1ccccc1F)S(=O)(=O)c1ccc2c(c1)n(C)c(=O)c(=O)n2C	9	nt	-0.2	6	0.6	9	0	13	-20
16	CC(=O)N1CCc2cc(N=NC3=C(O)CCCC3=O)ccc21	27	-3	-0.1	5	0.3	-10	7	5	-14
17	Cn1c(CSc2ncccn2)nnc1SCC(=O)N1CCCCCC1	3	3	1.5	7&2	0.4	-4	-6	-20&31	-3
18	O=C(COC(=O)c1ccc(Cl)nc1)c1ccc2c(c1)OCCO2	20	10	1.3	17	0.8	-3	-18	-27	-2
19	COc1cc(C2CC(=O)Oc3c(C(CCN4CCN(c5ccccc5)CC4)c4ccc(N(C)C)cc4)c(OC)cc(OC)c32)cc(OC)c1OC (configuration not stated)	19	nt	nt	8	nt	-2	nt	4	-18
20	Cc1cc(=O)n(CC(C)O)c(O)c1C#N (configuration not stated)	13	-3	1.3	18	1.8	52[fluorescence artefact?]	-17	32	4
21	CCCc1cc2c(=O)c(-c3nc4ccccc4s3)c(COCC(=O)O)oc2cc1O	-2	5	-1.0	5	-0.4	-14	0	4	52
22	O=C(NNc1nc(=O)c2cccnc2s1)c1ccccc1O	24	0	0.5	10	0.4	-23	-4	-9	40
23	S=C1NC2=C(CCC/C2=C\c2ccccc2)C(c2ccccc2)N1 (configuration not stated)	14	-3	-1.9	6	0.4	-10[fluorescence artefact?]	7	20	40
24	Cc1ccc(C)c(C(C)NC(=O)CC#N)c1 (configuration not stated)	26	0	-0.6	1	-1.0	-20	-5	-6	0
25	CN(C)Cc1ccccc1Sc1ccc(O)cc1O	1	-3	0.2	5	0.6	9	-4	13	23
26	Cc1nnc(SCC(=O)Nc2sc3c(c2C#N)CCCC3)[nH]c1=O	27	12	0.3	7	0.5	7	-35	-5	8
27	COc1ccccc1NS(=O)(=O)c1cc(N)ccc1N1CCCCC1	34	7	-2.2	6	-0.7	6	-10	42	-5
28	O=C(NNC1CC(=O)N(c2ccccc2)C1=O)c1ccco1 (configuration not stated)	10	5	-0.4	6	0.7	-8	-9	4	4
29	COc1ccc(NC(=O)C(NC(C)=O)C(=O)NCc2ccccc2OC)cc1 (configuration not stated)	0	3	0.6	8	0.5	-13[fluorescence artefact?]	-2	-14	13
30	CC(=O)Oc1ccc(C(=O)Nc2ccccc2C(=O)NCC(C)C)cc1	4	1	0.6	3	-0.1	-11	-17	10	10
31	Cc1cc(C)c(NC(=S)N(CCN(C)C)C(C)c2cccnc2)c(C)c1 (configuration not stated)	1	0	-0.7	5	0.4	16	4	4	0
32	Cc1nc(N)sc1C(=O)NN	10	nt	-0.3	10	-0.5	-11	-24	-1	7
33	COc1ccc(OCCCC(=O)Nc2cccc([N+](=O)[O-])c2)cc1	6	3	0.3	10	-0.1	-5	-1	-4	20
34	CCOc1ccc2oc(C(=O)NC3CC(C)(C)NC(C)(C)C3)c(C)c2c1	24	8	-1.8	8	0.9	9	-9	-57	-16
35	COC(=O)c1c(NC(=O)CSc2nnc(Cn3nnc4ccccc43)n2C)sc(C)c1C	-7	-4	-2.2	4	-1.3	1	17	12	-6
36	CC(O)CSc1nc2c(c(=O)[nH]c(=O)n2C)n1CC(O)COc1ccccc1 (configuration not stated)	-18	1	0.6	8&4	0.2	-9	6	2&-5	-1
37	CCc1nnc(NC(=O)C2CCN(c3nccc(C)n3)CC2)s1	6	-5	1.5	13&14	0.1	4	-3	20&32	18
38	CC(C)c1cc(C(=O)O)n[nH]1	-15	11	1.5	6	1.0	65	1	3	26
39	Cc1cc2c(cc1C)C(c1ccsc1)CC(=O)N2 (configuration not stated)	-14	3	0.3	4	-0.5	2	-7	15	13
40	COc1ccc(NC(=O)COC(=O)c2ccc(OCc3ccccc3Cl)c(OC)c2)c(OC)c1	12	-2	0.7	6	1.0	4	-3	11	-6
41	Cc1cccc(-n2c(N)c(C(=O)NCCN3CCOCC3)c3nc4ccccc4nc32)c1	19	-5	3.2	14	0.2	71*	-2	21	23
42	COc1ccc(Cl)cc1N(CC(=O)N/N=C/c1ccc(OCC(N)=O)cc1)S(C)(=O)=O	31	-2	0.6	6	0.9	-3	1	-3	-5
43	CCN(/C=N/c1sc2c(c1C#N)CCCCC2)CC	2	-3	-0.9	7	0.0	-4	-8	-1	64
44	COCCn1c(=NC(=O)CN2C(=O)CCC2=O)sc2cc(S(N)(=O)=O)ccc21	17	1	0.6	9	0.4	-6	3	31	9
45	Cc1ccc(NC(=O)c2sc(Cl)nc2-c2ccccc2)cc1	2	9	-1.1	9	-0.1	-1	-22	-3	30
46	N#Cc1c2n(c3c(=O)n(Cc4ccccc4Cl)cnc13)CCCC2	-12	-1	0.1	7	-0.7	-4[fluorescence artefact?]	2	27	14
47	O=S(=O)(c1cccc2cccnc12)N1CCN(Cc2ccc3c(c2)OCO3)CC1	0	-2	0.2	14	-0.1	nt	9	-14	8
48	NC(=O)Cc1nc2scc(-c3ccccc3)c2c(=O)[nH]1	-2	-3	-1.2	8	1.0	-11	13	1	8
49	Cc1ccc(S(=O)(=O)N2CCN(C(=O)CN3CCOCC3)C2C(C)C)cc1 (configuration not stated)	-8	-6	-1.2	7	0.3	-8	24	5	-15
50	CCCn1c(SCC(=O)Nc2nnc(CC)s2)nnc1-c1ccncc1	4	2	0.1	10	0.5	-5	-27	27	-9
51	O=C(/C=C/c1ccc(Br)cc1)c1ccc(NC(=O)c2ccco2)cc1	24	-3	-1.1	12	0.7	77*[fluorescence artefact?]	-25	-12	6
52	COc1ccc(C(=O)/C=C/c2ccc(OC)c(CN3CCOCC3)c2)cc1	13	-6	0.3	8	0.9	8	5	-30	-47
53	CC(=O)Nc1cccc(OCC(O)Cn2cnc3ccccc32)c1 (configuration not stated)	28	-4	0.4	10	0.4	-7	-11	-4	42
54	CCC(C(=O)OCC(=O)Nc1c(Cl)cccc1Cl)c1ccccc1 (configuration not stated)	7	7	-3.3	12	-1.0	-13[fluorescence artefact?]	-11	30	22
55	CN(Cc1ccccc1)C(=C(Cl)Cl)/C(=C1/NCCN1C)[N+](=O)[O-]	21	0	2.1	3	1.0	-7	-9	-5	8
56	CC(=O)Nc1ccc(Nc2ccccc2)cc1	-5	nt	1.1	2	0.7	0	25	-10	12
57	O=C(c1ccc(Br)cc1)N(c1ccccn1)C1CCCCC1	2	nt	-0.3	8	0.9	7	-1	1	-13

Bioassay records from PubChem BioAssay.
